NALP3 yeast inh = blocks the NALP3 inflammasome reconstituted in yeast | Yeast reconstituted NLRP3/ASC/caspase-1, beta-gal luminescence, 24 h | inhibition, % at 10 µM | 330,000 compounds, 0.39% hits | AID 2825;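 active means inhibition of 50% or more; inactive means inhibition below 50%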;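 further: plate controls were induced DMSO wells for no effect and uninduced yeast grown without galactose for full effect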
SENP7 inh = inhibitors of human SENP7 protease; Q9BQF6; recombinant SENP7, Z-RLRGG-aminoluciferin luminescence, 40 min; inhibition, % at 5 µM; 330,000 compounds, 1.5% hits; AID 434973;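 active means inhibition above about 50% at the single test dose, limit read from the data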;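 further: plate controls were DMSO with enzyme for no effect and no enzyme buffer wells for full effect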
Target sequence (Q9BQF6 706-1050 limits assumed): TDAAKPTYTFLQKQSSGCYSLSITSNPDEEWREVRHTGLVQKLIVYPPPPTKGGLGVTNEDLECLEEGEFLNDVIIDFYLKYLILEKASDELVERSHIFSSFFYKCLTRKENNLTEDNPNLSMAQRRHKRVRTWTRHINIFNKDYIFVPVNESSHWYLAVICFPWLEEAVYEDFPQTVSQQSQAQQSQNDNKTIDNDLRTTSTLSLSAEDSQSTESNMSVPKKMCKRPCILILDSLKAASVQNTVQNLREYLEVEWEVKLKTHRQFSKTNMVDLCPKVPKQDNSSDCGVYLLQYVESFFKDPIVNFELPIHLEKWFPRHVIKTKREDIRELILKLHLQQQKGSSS
Apaf-1 inh = inhibitors of human Apaf-1 apoptosome. reconstituted apoptosome caspase-3 activity, DEVD-Rh110 fluorescence. inhibition, % at 20 µM. 330,000 compounds, 0.71% hits; active means inhibition of at least 40% at 20 µM;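 further: plate controls were DMSO wells for no effect and DEVD-CHO caspase inhibitor wells for full effect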
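Material: reconstituted apoptosome with Apaf-1, cytochrome c, caspase-9, procaspase-3, dATP; medium: pH 7.5 Hepes buffer with CHAPS, BSA, DTT; also added: cytochrome c and DEVD-Rh110 substrate; timing: 30 min plus 50 min, RT; signal: Rh110 fluorescence intensity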
PfG6PD inh = PfG6PD (Plasmodium falciparum) enzyme inhibition. 350,000 compounds, 0.78% hits. PfGluPho enzyme, NADPH resazurin-diaphorase fluorescence. AID 504690. inhibition, % at 20 µM;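 active means inhibition reaching at least a set limit at 20 µM in the primary screen, cut at about 59% in these data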;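 further: 0% = DMSO wells with substrate and 100% = DMSO wells lacking glucose-6-phosphate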
SENP8 block-1 = SENP8 (human) protease inhibition. Q96LD8. recombinant SENP8, Nedd8 substrate fluorescence. inhibition, % at 20 µM. 360,000 compounds, 0.64% hits. AID 602440; in the data active means inhibition mostly above about 40%, no sharp cut-off; inactive means mostly below about 27%
SENP1 inh = blocks the human SENP1 SUMO protease catalytic domain; recombinant SENP1 catalytic domain, CyPet-SUMO1-YPet FRET cleavage; inhibition, % at 10 µM; 360,000 compounds, 0.21% hits; AID 624204;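 active means inhibition at least 30% at 10 µM, raw YFP signal under a set limit, fluorescence ratio 0.5 to 1.5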;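 further: 0% = enzyme with DMSO and 100% = no enzyme wells; some results filed as inactive read as strong as hits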
Target sequence (Q9P0U3 419-644 limits assumed): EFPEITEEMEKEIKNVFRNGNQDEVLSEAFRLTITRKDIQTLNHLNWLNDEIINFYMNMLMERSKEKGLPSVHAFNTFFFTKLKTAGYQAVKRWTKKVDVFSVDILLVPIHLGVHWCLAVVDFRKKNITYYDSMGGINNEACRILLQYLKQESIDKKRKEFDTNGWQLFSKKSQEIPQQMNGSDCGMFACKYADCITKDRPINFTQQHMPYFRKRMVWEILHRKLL
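material = recombinant human SENP1 catalytic domain, His6-tagged | quantity = 20 pM enzyme | reagent = 25 nM SUMO1 FRET substrate | compound dosing = 10 µM single point, 0.5% DMSO | timing = 50 min enzyme reaction, room temperature, light-protected | detection = FRET, CFP and YFP emission | control set = no-enzyme low, enzyme-DMSO high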
SENP8 block-2 = inhibitors of human SENP8 protease; 330,000 compounds, 1.2% hits; Q96LD8; AID 2540; purified SENP8, Z-RLRGG-aminoluciferin cleavage, luminescence; inhibition, % at 10 µM; in the data active means inhibition above about 50%
SENP6 block = SENP6 protease inhibition. 330,000 compounds, 1.8% hits. Recombinant SENP6 catalytic domain, aminoluciferin luminescence. inhibition, % at 10 µM. Q9GZR1;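 active means inhibition above about 50% at the single tested dose, limit read from the data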;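 further: plate controls were DMSO wells with enzyme for no effect and DMSO wells lacking enzyme for full effect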
Target sequence (Q9GZR1 628-1112 limits assumed): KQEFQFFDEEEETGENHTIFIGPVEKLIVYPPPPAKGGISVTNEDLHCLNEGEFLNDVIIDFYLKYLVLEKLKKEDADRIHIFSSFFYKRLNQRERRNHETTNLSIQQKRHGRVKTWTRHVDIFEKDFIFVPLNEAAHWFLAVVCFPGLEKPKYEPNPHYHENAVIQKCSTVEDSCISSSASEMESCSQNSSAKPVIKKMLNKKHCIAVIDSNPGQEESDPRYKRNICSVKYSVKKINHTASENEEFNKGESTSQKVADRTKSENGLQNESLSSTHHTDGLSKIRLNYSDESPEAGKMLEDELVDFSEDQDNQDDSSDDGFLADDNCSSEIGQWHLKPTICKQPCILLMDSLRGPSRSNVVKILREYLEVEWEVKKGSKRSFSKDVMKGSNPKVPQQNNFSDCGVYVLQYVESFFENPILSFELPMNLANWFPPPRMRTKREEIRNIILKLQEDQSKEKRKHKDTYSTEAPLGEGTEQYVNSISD
HKDC1 inh = inhibitors of human hexokinase HKDC1; Q2TB90; recombinant HKDC1, G6PDH/diaphorase resazurin coupled fluorescence; inhibition, % at 20 µM; 340,000 compounds, 0.16% hits; AID 493160;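 active means inhibition above about 35% when tested at 20 µM, limit read from the data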;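 further: plate controls were DMSO wells with enzyme for no effect and DMSO wells lacking enzyme for full effect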
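test system = in-house recombinant HK5 (HKDC1) enzyme | amount = HKDC1 at 5 µg/mL | control set = DMSO-enzyme wells negative, buffer-substituted wells positive | compound = one dose of 20 µM, 1% DMSO | schedule = reaction time 90 min, room temperature, protected from light | technique = resorufin fluorescence at 613 nm | reagent = glucose with 1 mM ATP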
Active calls of the source: *; . = not tested or not shown.

SMILES	NALP3 yeast inh	SENP7 inh	Apaf-1 inh	PfG6PD inh	SENP8 block-1	SENP1 inh	SENP8 block-2	SENP6 block	HKDC1 inh
C=C(C)C(=O)Nc1cccc(C2=NOC3(C2)C[C@@H](C(N)=O)N(C(=O)c2cc([N+](=O)[O-])cc([N+](=O)[O-])c2C)C3)c1 (stereo partly specified)	12.1	-1.9	-106.8	19.8	15.3	3.3	-3.3	-4.6	0.2
COc1ccc(S(=O)(=O)N(CC(=O)NC2CC3CCC2C3)c2ccccc2OC)cc1 (stereo unspecified)	16.4	-2.2	28.6	17.5	7.0	-0.3	-8.3	-5.8	-1.6
O=C(NC(=S)N1CCCCC1)C12CC3CC(CC(C3)C1)C2	-5.5	-8.7	0.6	2.7	5.2	-0.9	-11.2	-13.2	-2.2
S=c1[nH]nc(Nc2ccccc2)s1	5.2	-1.1	-2.4	51.0	2.0	0.2	0.3	4.7	-2.9
Cc1ccccc1NC(=S)NCC(c1cccnc1)N1CCOCC1 (stereo unspecified)	5.0	-2.0	-1.4	-8.7	8.9	0.1	-6.2	-23.7	-10.8
Cn1cnnc1SCC(=O)NC(=O)NC1CCCC1	7.2	3.7	-22.6	-12.4	1.3	0.2	1.0	1.2	-0.6
CCOC(=O)N1CCC(N2Cc3cccc(C(=O)NCc4ccc(OC)cc4)c3C2=O)CC1	4.7	5.2	24.5	.	.	.	-3.6	1.3	.
CCNC(=O)CC1C(=O)N(c2ccccc2)C(=O)N1Cc1ccc(OC)cc1 (stereo unspecified)	10.3	-9.2	-14.8	8.5	22.1	0.9	0.0	-3.8	-5.4
COCCCNCCC(CCC(C)C)c1ccc2c(c1)OCO2 (stereo unspecified)	23.9	-7.9	-13.5	0.8	30.1	1.7	-2.8	-15.8	-0.1
O=C1NC(c2ccccc2)=C(c2ccc3ccccc3n2)C(c2ccccc2)N1 (stereo unspecified)	-1.1	-1.1	23.2	10.4	-335.5	0.4	-12.2	-4.8	0.4
CCOC(=O)c1[nH]c2ccc(OC)cc2c1NC(=S)N1CCN(c2ccccc2OC)CC1	18.1	12.0	7.2	14.6	-222.2	0.3	-1.1	-0.6	-7.5
CC(C)n1c(N2CCCC2)nc2c1c(=O)[nH]c(=O)n2C	7.3	0.1	4.2	-3.8	16.3	1.8	-8.3	-35.8	-1.8
O=C(/C=C/c1ccc(Cl)cc1)Nc1ccc(N2CCCCC2)cc1	17.2	-7.7	6.7	-22.4	12.6	4.0	0.3	3.4	13.1
COCCNS(=O)(=O)c1ccc(Cl)c(C(=O)NC2CCN(Cc3ccccc3)CC2)c1	15.8	-5.0	9.7	-6.2	7.1	-1.4	9.4	-5.4	-2.5
CCOC(=O)N1CCN(CCC(=O)Nc2ccc(Br)cc2)CC1	2.5	-8.2	14.0	1.7	27.5	-1.8	-13.1	-17.2	-10.6
CC(C)(C)C(=O)Nc1c(Br)c(C2CC2)nn1-c1ccccc1	13.8	-4.4	-8.4	-4.6	19.2	0.4	0.1	-14.5	-0.1
CN(Cc1ccccc1)C(=O)c1cccc(NC(=O)Cc2ccc([N+](=O)[O-])cc2)c1	12.5	4.0	16.3	1.1	12.1	4.3	-0.6	8.4	-2.4
O=C(Nc1ccccc1)/C(=C\c1ccco1)NC(=O)c1ccco1	30.3	7.9	5.3	-2.7	-4.3	-11.1	0.7	-1.9	-6.1
O=C(NCCCc1ccccc1)C1CCC(CNc2c(N3CCCCC3)c(=O)c2=O)CC1 (stereo unspecified)	14.6	3.2	-5.0	-13.0	23.4	1.3	0.2	-9.3	-4.8
Nc1ccn(CC(=O)NCc2ccc3[nH]ccc3c2)c(=O)n1	15.9	0.7	-14.7	4.2	11.8	0.8	0.0	2.0	-6.0
Fc1ccc(Cn2nnnc2CN2CCc3ccccc3C2)cc1	11.5	2.8	18.6	2.5	24.1	-0.6	3.0	-11.4	-2.3
CC(=O)c1cccc(OCc2cc(C(=O)N3C[C@@H](C)O[C@@H](C)C3)no2)c1	15.9	5.3	-2.6	6.0	6.3	-0.4	0.5	-6.1	3.8
C[C@@]12C(=O)Nc3cc(Cl)ccc3C(=O)N1[C@H]1c3ccccc3OC[C@@H]1[C@@H]2c1ccccc1	16.3	-0.6	10.0	-15.4	-13.6	-2.3	-8.9	-15.6	5.3
Cn1c(CC(=O)NC(C)(C)CO)c(Sc2ccccc2)c2ccccc21	14.2	1.1	11.4	11.8	6.2	-3.5	2.3	-3.9	1.2
CC(Sc1cccc[n+]1[O-])C(=O)NC1CCCCC1C (stereo unspecified)	-4.6	-10.4	-8.0	-1.1	5.3	-1.2	-8.0	-12.9	-3.0
Cc1noc(C)c1CCC(=O)N1CCCC(N2CCN(c3ccc(F)cc3)CC2)C1 (stereo unspecified)	-5.0	-9.8	-2.8	-4.8	-3.0	-0.5	2.6	-12.2	-4.7
O=C1N=C(N2CCN(c3ccccc3)CC2)S/C1=C/c1cccs1	37.5	6.1	18.6	7.5	17.1	0.8	-4.7	-12.1	-2.0
Cc1cc([N+](=O)[O-])nn1CC(=O)Nc1c(C)n(C)n(-c2ccccc2)c1=O	0.5	11.8	-8.9	-5.2	15.7	0.4	-3.2	-22.7	-1.4
COc1ccc(CCNC(=O)c2cnn3ccccc23)c(OC)c1OC	13.9	-3.5	1.5	13.4	-99.2	1.2	1.1	-9.3	4.7
CSc1ccc(CN2CCN(C3CCCC3)C(CCO)C2)cc1 (stereo unspecified)	2.1	1.3	-0.4	-10.8	7.1	0.7	5.5	4.9	-0.5
O=C(c1cccc(C(F)(F)F)c1)N1CCCCCC1	31.5	-10.3	-0.5	-0.3	10.4	1.6	-12.4	-30.7	-4.2
O=C(CNc1ccc(Br)cc1)c1ccc(Br)s1	9.5	-10.8	11.9	-29.8	15.3	-0.6	-1.4	-15.0	-5.1
Cc1[nH]nc2c1C(c1ccc(F)cc1)C(C#N)=C(N)O2 (stereo unspecified)	15.3	-2.1	6.1	-4.9	8.4	1.6	-6.2	-7.3	-2.4
Cc1ccc(NS(=O)(=O)c2ccc(C(=O)N3CC(C)OC(C)C3)cc2)cc1 (stereo unspecified)	10.4	2.7	13.0	6.1	-1.7	-1.4	5.3	-8.3	-2.5
CCOc1ccccc1Nc1ccnc2cc(Cl)ccc12	3.2	9.5	6.9	13.2	-57.1	-1.7	2.1	-3.1	-2.3
CC(Cc1nnc(SCC(=O)O)n1N)c1ccccc1 (stereo unspecified)	2.0	-2.3	-1.1	1.5	13.6	3.5	-8.4	11.0	6.2
O=C(NCCC1CCCC1)c1cccs1	24.4	0.7	2.2	5.6	2.9	0.9	2.3	30.8	-5.7
CCn1c(Oc2cccc(Br)c2)nc2c1c(=O)n(C)c(=O)n2C	19.9	-10.2	3.7	3.5	8.8	0.9	-9.2	2.4	-3.5
Cn1c(SCc2ccc(F)cc2)nnc1-c1ccncc1	12.7	-3.9	12.2	0.0	-3.4	-45.3	-9.4	-4.7	-2.6
COc1ccc(CNC(=O)c2c[nH]c3c(OC)cc(OC)cc3c2=O)cc1	11.8	-9.5	-5.8	20.7	-180.2	-2.1	-10.2	-3.2	-3.5
O=C(N1CCN(Cc2ccccc2)CC1)C(Cl)(Cl)Cl	19.2	-5.3	-10.2	11.4	10.5	-2.8	4.5	-1.5	15.6
CC(C)OCCCN1CN(S(=O)(=O)c2cccs2)c2nc3ccccc3nc21	9.3	-1.9	-21.9	5.0	.	.	1.9	7.6	-1.6
CCc1ccc(N2CC(C(=O)OCC(=O)Nc3ccccc3C)CC2=O)cc1 (stereo unspecified)	12.3	9.3	7.3	-10.4	4.2	3.6	-13.3	-3.0	-8.0
O=C(CNc1c(Br)cc(Br)cc1Br)NN=C1CCCCC1	11.0	-2.3	1.4	.	.	.	-8.5	-33.1	.
COc1ccc(Cc2c(O)nc(SCC(=O)c3ccc(OC)cc3)[nH]c2=O)cc1	-1.0	1.4	4.7	-4.6	3.8	-0.6	-4.3	5.8	-6.5
COc1ccc(NC2=C(C(C)=O)C(c3ccc4c(c3)OCO4)C(C(C)=O)C(C)(O)C2)cc1 (stereo unspecified)	20.3	1.3	20.7	16.0	25.9	6.6	-3.4	7.0	1.2
COc1ccc(/C=N\NC(=O)c2ccc(F)cc2)cc1COc1cc(F)ccc1[N+](=O)[O-]	7.8	0.3	7.4	-14.0	-3.4	0.3	-0.4	3.0	4.1
Cc1c(C)c2ccc(OCC(=O)NCCCn3ccnc3)c(C)c2oc1=O	-10.5	1.9	0.6	6.1	-314.7	0.5	-5.6	-8.8	2.0
O=c1[nH]c(SCc2ccccc2)nnc1-c1ccccc1	-6.8	0.2	-4.8	-1.9	9.8	-0.5	-7.1	4.6	4.8
COCCn1c(-c2ccccc2)nc2oc3cc(OC)ccc3c(=O)c2c1=O	7.4	5.7	-8.8	5.2	-1.5	-2.6	-2.1	-4.9	-5.6
Cc1ccc(NCCC(=O)c2ccc(Cl)cc2)cc1	21.7	3.0	-7.1	13.9	11.9	-4.6	-0.2	4.4	-1.1
O=C1CCCc2ccccc2N1Cc1c(Cl)cccc1Cl	11.8	0.3	10.5	-31.0	16.3	1.7	0.2	1.2	-1.3
CCOC(=O)c1ccc(N2C(=O)C3CC=C(C)CC3C2=O)cc1 (stereo unspecified)	20.6	-1.6	-5.6	-9.7	25.0	-3.8	2.0	1.7	-3.2
Cc1ccc(C(=O)N/C(=C/c2ccco2)C(=O)NCC2CCCO2)cc1 (stereo unspecified)	15.2	0.3	-13.6	-2.0	-12.7	-4.9	-0.6	-15.2	-1.5

Reformatted with values under each structure: entries from further up
Values run as follows: NALP3 yeast inh	SENP7 inh	Apaf-1 inh	PfG6PD inh	SENP8 block-1	SENP1 inh	SENP8 block-2	SENP6 block	HKDC1 inh
COc1ccc(/C=N\NC(=O)c2ccc(F)cc2)cc1COc1cc(F)ccc1[N+](=O)[O-]
→ 7.8	0.3	7.4	-14.0	-3.4	0.3	-0.4	3.0	4.1
Cc1c(C)c2ccc(OCC(=O)NCCCn3ccnc3)c(C)c2oc1=O
→ -10.5	1.9	0.6	6.1	-314.7	0.5	-5.6	-8.8	2.0
O=c1[nH]c(SCc2ccccc2)nnc1-c1ccccc1
→ -6.8	0.2	-4.8	-1.9	9.8	-0.5	-7.1	4.6	4.8
COCCn1c(-c2ccccc2)nc2oc3cc(OC)ccc3c(=O)c2c1=O
→ 7.4	5.7	-8.8	5.2	-1.5	-2.6	-2.1	-4.9	-5.6

Limited to PfG6PD inh and SENP8 block-2 (2 entries from above):
| smiles | PfG6PD inh | SENP8 block-2 |
| --- | --- | --- |
| CCOC(=O)N1CCN(CCC(=O)Nc2ccc(Br)cc2)CC1 | 1.7 | -13.1 |
| COCCn1c(-c2ccccc2)nc2oc3cc(OC)ccc3c(=O)c2c1=O | 5.2 | -2.1 |
